# GLS inh – qHTS for Inhibitors of Glutaminase (GLS); AID 624170, 2012; GLS enzymatic activity, qHTS titration; Glutaminase kidney isoform, mitochondrial (Homo sapiens), O94925; hit rate 0.21% among 410,000; Potency, µM (highest dose often 45.5 µM), for the others: at the highest dose activity change, negative = inhibition, actives largely listed as inhibitors
# Target sequence (O94925 whole entry, looked up, canonical isoform): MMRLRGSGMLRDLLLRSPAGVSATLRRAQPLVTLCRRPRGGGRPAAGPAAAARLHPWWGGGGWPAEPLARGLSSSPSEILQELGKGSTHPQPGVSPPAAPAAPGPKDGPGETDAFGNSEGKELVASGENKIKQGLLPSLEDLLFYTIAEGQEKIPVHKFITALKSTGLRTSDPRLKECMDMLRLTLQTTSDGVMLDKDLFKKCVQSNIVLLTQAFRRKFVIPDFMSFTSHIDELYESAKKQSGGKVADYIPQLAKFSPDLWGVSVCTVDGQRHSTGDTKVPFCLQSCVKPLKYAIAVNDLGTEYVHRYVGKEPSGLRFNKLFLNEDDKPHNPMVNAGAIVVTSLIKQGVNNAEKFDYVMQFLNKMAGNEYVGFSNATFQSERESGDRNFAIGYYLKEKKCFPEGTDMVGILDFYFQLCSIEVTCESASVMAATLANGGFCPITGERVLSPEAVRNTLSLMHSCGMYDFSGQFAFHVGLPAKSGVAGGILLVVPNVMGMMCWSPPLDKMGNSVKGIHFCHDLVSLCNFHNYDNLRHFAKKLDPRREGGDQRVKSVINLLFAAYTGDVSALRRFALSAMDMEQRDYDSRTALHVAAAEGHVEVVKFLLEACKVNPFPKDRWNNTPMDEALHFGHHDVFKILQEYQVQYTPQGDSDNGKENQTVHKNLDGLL
#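 Assay buffer: 45 mM KH2PO4 pH 8.2, 0.02% Tween-20. hKGA acts on L-glutamine (1 mM solution added); product glutamate is reported by an oxidase/peroxidase Amplex Red coupling, with fluorescence taken at baseline and 30 min.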
# PGK inhibitor – qHTS Assay to Find Inhibitors of Phosphoglycerate Kinase; hit rate 0.043% among 380,000; PGK/GAPDH coupled, Kinase-Glo luminescence, 60 min; Potency, µM (doses to about 57.5 µM), for the others: at the top dose activity change, negative = inhibition, most hits filed as inhibitors; Phosphoglycerate kinase, glycosomal (Trypanosoma brucei brucei), P07378; further: nearly all actives have a fitted effect of over 60% in size
# Target sequence (P07378 whole entry, looked up): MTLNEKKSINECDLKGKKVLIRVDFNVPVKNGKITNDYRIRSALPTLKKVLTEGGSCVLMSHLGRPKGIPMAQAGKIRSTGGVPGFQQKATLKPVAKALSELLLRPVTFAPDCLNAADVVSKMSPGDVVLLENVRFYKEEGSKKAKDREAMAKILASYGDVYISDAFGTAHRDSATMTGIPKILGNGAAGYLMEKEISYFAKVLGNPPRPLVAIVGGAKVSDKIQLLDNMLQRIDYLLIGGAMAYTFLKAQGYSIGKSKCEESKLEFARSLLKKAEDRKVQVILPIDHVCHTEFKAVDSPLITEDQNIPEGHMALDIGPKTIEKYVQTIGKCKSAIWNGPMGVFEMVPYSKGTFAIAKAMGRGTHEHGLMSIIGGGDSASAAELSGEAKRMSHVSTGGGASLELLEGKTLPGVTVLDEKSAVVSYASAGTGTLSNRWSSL
#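 Recombinant glycosomal PGK reaction used 1,3-bisphosphoglycerate generated in-well by GAPDH (100nM final) in 100mM TEA pH 7.6, 5mM MgCl2, 0.01% Tween-20. After 60 minutes at room temperature, ATP was read by Kinase-Glo Plus luminescence end-point.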
# 12-LOX inh – Primary qHTS assay for inhibitors of human arachidonate 12S-lipoxygenase (ALOX12): Round 2; Polyunsaturated fatty acid lipoxygenase ALOX12 (Homo sapiens), P18054; hit rate 1.1% among 580,000; purified 12hLO, xylenol orange hydroperoxide absorbance; Potency, µM (series often up to 108 µM), without a hit: top-dose activity change, negative = inhibition, hits mostly inhibitors
#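 Hydroperoxide product was detected by ferrous iron/xylenol orange as the 573 to 405 nm absorbance ratio. Arachidonic acid at 40 uM (final) was turned over for 30 min at room temperature by 150 nM human 12hLO, pH 7.0 Hepes buffer, after 15 min compound preincubation.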
# The depositor's hits bear a star; i = inactive; ? = inconclusive; [ ] = another dose, or the depositor's remark. The call rests on the fitted dose curve; in most records, active means well fitted curve in the direction sought with a large enough effect; inconclusive means small, poorly fitted or top-dose-only effect, or another doubt; inactive means no such curve, though single readings can be large; an effect the other way counts as inactive or inconclusive. On the % scale 0 is the no-effect control and ±100 the full control effect; potency means the concentration at half of the fitted maximal effect. Only part of the results is shown; count on the stated rates, not on these rows.
12-LOX inh	PGK inhibitor	GLS inh	Compound
0%	6%	7%	O=C(Nc1ccccc1OC(F)F)c1ccc(N2CCCC2=O)cc1
?	i	-1%	C[C@H]1CN([C@@H](C)CO)C(=O)CCCn2cc(nn2)CO[C@@H]1CN(C)S(=O)(=O)c1ccccc1C#N
-5%	-7%	13%	Cc1cc(C)c(N2C(=O)CC(Sc3ccccc3N)C2=O)c(C)c1 (stereo not drawn)
-7%	-3%	1%	C[C@@H]1CN([C@H](C)CO)C(=O)CCCn2nncc2CO[C@@H]1CN(C)C(=O)C1CCCCC1
-12%	-4%	-1%	CC1(C)CC(=O)C=C(c2ccc(-c3cnn(Cc4ccccc4)c3)cc2)C1=O
?	-3%	-6%	Clc1cc(Cl)cc(Nc2ccccc2CN(C/C=C/c2ccc3c(c2)OCO3)Cc2ccccc2)c1
?	-1%	-12%	COc1ccc(C(C#N)=C2C=C(Cl)C(=NO)C=C2Cl)cc1
32%[activator]	-9%	1%	C[C@@H]1CN([C@H](C)CO)C(=O)c2cc(Br)cnc2O[C@H]1CN(C)Cc1cccnc1
?	-2%	4%	O=C(C[C@@H]1C[C@@H]2c3cc(NS(=O)(=O)c4ccc(F)cc4)ccc3O[C@@H]2[C@@H](CO)O1)NC1CCCCC1
10%	i	3%	C[C@@H]1CN([C@H](C)CO)C(=O)CCCn2nncc2CO[C@H]1CN(C)C
-12%	i	0%	CC1OC(=O)c2cc3ccccc3nc21 (stereo not drawn)
?	-3%	2%	CC1(c2ccc(Cl)cc2Cl)NC(=O)N(CC(=O)NCCC2=CCCCC2)C1=O (stereo not drawn)
17%	-7%	1%	C[C@H]1CN([C@@H](C)CO)C(=O)CCCn2cc(nn2)CO[C@@H]1CN(C)C(=O)Nc1cccc(F)c1
-22%	i	-19%	N#CC(Cc1cccs1)c1nc2ccccc2[nH]1 (stereo not drawn)
-4%	-8%	-6%	COc1ccc(OCC(=O)N2CCc3ccccc32)c([N+](=O)[O-])c1
-22%	-8%	-2%	Cc1cccc(C)c1OCC(=O)Nc1cccc(S(=O)(=O)N2CCCCCC2)c1
3%	1%	8%	CCOc1ccccc1Nc1cc(C)nc2ccccc12
0%	4%	-3%	CCN(CC(=O)Nc1c(F)cccc1F)C(=O)CCCN1C(=O)c2ccccc2C1=O
?	-3%	3%	Cc1ccc(NC(=O)COC(=O)CCc2c[nH]c3ccccc23)cc1
?	-10%	-8%	COc1ccc(C)cc1S(=O)(=O)NCc1ccccn1
4%	i	3%	O=S(=O)(c1cccs1)N1CCCCC1
1%	-6%	1%	Cc1ccnc(NS(=O)(=O)c2ccc(NC(=O)c3cccc(Cl)c3)cc2)n1
-2%	-8%	1%	CC(C)(CO)CN1CCC(n2nccc2NC(=O)C2CCOC2)CC1 (stereo not drawn)
?	i	-9%	COc1ccc(CNC(=O)COC(=O)c2c(NC(C)=O)sc(C)c2C)cc1OC
-7%	8%	-3%	C[C@@H]1CN([C@@H](C)CO)C(=O)CCCn2nncc2CO[C@H]1CN(C)S(=O)(=O)c1ccc(C#N)cc1
-106%	1%	7.1µM*	O=C(Cn1sc2ccccc2c1=O)Nc1ccc(Cl)cc1
?	-1%	20%	COC(=O)C[C@@H]1C[C@@H]2c3cc(NS(=O)(=O)c4ccc(F)cc4)ccc3O[C@@H]2[C@@H](CO)O1
?	-3%	25%	CCCCN(CCCNC(=O)c1ccc2c(c1)NC(=O)CN2C)c1ccccc1
16%	10%	2%	Cc1cn([C@H]2C[C@H](O)[C@@H](CNCc3ccc(Oc4cc(-n5cccn5)ncn4)cc3)O2)c(=O)[nH]c1=O
-4%	-10%	-3%	CN1CCCC1=Nc1ccccc1
-8%	0%	-1%	COC(=O)C1(C)CCCC2(C)C3CCC(C(C)C)C(CO)C3C(CO)CC12 (stereo not drawn)
36%[activator]	-7%	1%	Cc1cccc(NC(=O)c2nc[nH]c2C(=O)Nc2ccccc2F)c1
-12%	0%	29%	CC(C)(C)C(=O)Nc1ccc(N2CCN(C(=O)c3cccs3)CC2)cc1
?	-2%	-2%	CC1=C(C(=O)N2CCOCC2)CC(CC(=O)NC(c2ccccc2)c2ccccc2)C(=O)N1Cc1ccc(C(C)(C)C)cc1 (stereo not drawn)
?	-7%	0%	CCN(CC)CCNc1ccc(CO)c2oc3cc(Cl)ccc3c(=O)c12
7%	-4%	-1%	COc1cccc(C(=O)N2C(C(C)C)COc3cc(Br)ccc3S2(=O)=O)c1 (stereo not drawn)
0%	i	-5%	CS(=O)(=O)c1ccc(-c2cccc(NC(=O)c3ccc4c(c3)OCO4)c2)nn1
-5%	5%	-2%	Cc1nc2c(N)nn(C)c2nc1C
-16%	10%	-1%	Cn1c(=O)[nH]c(=O)c2c1nc(Br)n2Cc1ccc(Cl)cc1
2%	-3%	0%	COc1ccc(Cl)cc1CNC[C@H]1O[C@@H](n2ccc(N)nc2=O)[C@H](O)[C@@H]1O
0%	-5%	-9%	CCCc1cc(CN(C)C(=O)c2ccc(OC3CCN(C(C)=O)CC3)c(OC)c2)[nH]n1
21%	7%	-2%	CCN(CC)C(=O)C1=C(C)N(Cc2ccc(C(C)(C)C)cc2)C(=O)C(CC(=O)NC2CC2)C1 (stereo not drawn)
-2%	-8%	0%	COc1ccccc1CNCc1ccc2c(c1)OCO2
-11%	-9%	-2%	COc1cc2c(cc1[N+](=O)[O-])-c1ccc([N+](=O)[O-])cc1C2=NO
-1%	9%	2%	c1ccc(COc2ncnc3c2ncn3CCCN2CCN(c3ncccn3)CC2)cc1
-59%	-8%	-3%	CNC[C@@H]1Oc2cc(Br)ccc2S(=O)(=O)N([C@@H](C)CO)C[C@H]1C
8%	11%	-1%	N#Cc1ccc(S(=O)(=O)NC[C@H]2O[C@@H](n3ccc(N)nc3=O)[C@H](O)[C@@H]2O)cc1
-11%	-10%	22%	O=C(c1ccccc1F)N1CCC2CC1c1cc(N3CCCCC3)ccc12 (stereo not drawn)
-13%	i	4%	COc1ccc(OC)c(CN2CCN(C(=O)c3cccc(S(=O)(=O)N(C)c4ccccc4)c3)CC2)c1
0%	-2%	-4%	Nc1nccc2c1ncn2C1OC(CO)C(O)C1O (stereo not drawn)
0%	-14%	-2%	C[C@H]1CN([C@@H](C)CO)C(=O)CCCn2nncc2CO[C@@H]1CN(C)C(=O)Nc1cccc2ccccc12
-18%	-3%	-10%	N#Cc1ccccc1S(=O)(=O)N1CCN(Cc2cccs2)CC1
0%	-23%	1%	O=C(CCCN1C(=O)/C(=C\c2cccc(Br)c2)SC1=S)Nc1ccc(C(=O)O)cc1
?	10%	-2%	Cc1onc(-c2ccccc2)c1C(=O)NC1CCCCC1C (stereo not drawn)
0%	i	0%	COc1cc(C=CC(=O)N2CCN(CC(=O)N3CCCC3)CC2)cc(OC)c1OC
16%	-8%	-7%	N#Cc1ccc(OCC(=O)NCCCN2CCCC2=O)cc1
-13%	4%	-2%	O=C1CCC2(CCCC2)c2ccccc21
4%	-2%	-6%	COc1ccc(CN2C(=O)C(CC(=O)NCCN3CCOCC3)CC(C(=O)N(C)C)=C2C)cc1 (stereo not drawn)
-4%	-11%	2%	CC(C)c1cc(C(=O)OCC(=O)NC2CCS(=O)(=O)C2)c(O)c(C(C)C)c1 (stereo not drawn)
2%	6%	1%	CCC[C@H]1CN(Cc2cccnc2)C(=O)[C@@H]1CC(=O)Nc1ccc(Br)cc1

# Additional results.
12-LOX inh	PGK inhibitor	GLS inh	Compound
?	7%	4%	CC1CCCCN1CCNC(=O)c1ccc2c(c1)N(Cc1cccc(Cl)c1)C(=O)c1ccccc1S2(=O)=O (stereo not drawn)
?	-3%	-8%	COc1cc(/C=C2/SC(=S)N(CCC(=O)Nc3cccnc3)C2=O)cc(OC)c1OC
-20%	2%	2%	Cn1c(SCC(=O)NCCC2=CCCCC2)nnc1C(F)(F)F
-5%	7%	-1%	Cc1cc(C)c(S(=O)(=O)N2CCOC23CCN(S(C)(=O)=O)CC3)c(C)c1
?	-10%	1%	Cc1cccc(CN2CCC(n3nccc3NC(=O)CCCc3ccccc3)CC2)c1
-1%	-7%	0%	CC1=C(C(=O)N(C)C)CC(CC(=O)NC(c2ccccc2)c2ccccc2)C(=O)N1CCCN1CCCC1=O (stereo not drawn)
?	3%	0%	CCc1cccc(NC(=O)COC(=O)CSc2ccc(C)cc2)c1
?	-5%	-1%	C[C@H](CO)N1C[C@H](C)[C@H](CN(C)C(=O)Nc2cccc(F)c2)Oc2cc(C#CC3(O)CCCC3)ccc2S1(=O)=O
-22%	-3%	-3%	CCOC(=O)C(=O)Nc1ccc(S(=O)(=O)Nc2nccc(C)n2)cc1
?	i	3%	CC(C)C#Cc1cnc2c(c1)C(=O)N([C@@H](C)CO)C[C@@H](C)[C@H](CN(C)Cc1cccc(F)c1)O2
-7%	-9%	-5%	CCC(C(=O)NC(C)(C)C)N(Cc1ccc(OC)cc1)C(=O)c1snc(C(N)=O)c1N (stereo not drawn)
11µM*	-3%	0%	Cc1ccc(-c2ccc(CN3C(C)C(=O)N(Cc4cn(Cc5ccco5)nn4)CCS3(=O)=O)cc2)cc1 (stereo not drawn)
-91%	0%	-2%	CCCc1cc(C(=O)OCC(=O)NCCc2ccccc2)sc1C
5%	-6%	-2%	Cc1ccccc1C(C)(O)c1cnc(C)n1Cc1ccccc1 (stereo not drawn)
?	2%	-3%	CCOc1ccccc1NC(=O)CCNC(=O)N1CC(=O)Nc2ccccc21
-1%	0%	3%	COc1ccc(S(=O)(=O)N2CCC(C(=O)NCCC(=O)NCc3cccnc3)CC2)cc1
9%	-4%	17%	O=C(/C=C/c1ccccc1[N+](=O)[O-])OCC(=O)N1CCN(c2ccccc2)CC1
5%	-7%	3%	COc1ccc(S(=O)(=O)N2CCCOC2CNC(=O)C(=O)NCCO)cc1 (stereo not drawn)
-16%	0%	-10%	O=C(Cn1ccc(=O)[nH]c1=O)Nc1nccs1
-19%	i	-6%	O=C(O)C(CCc1ccccc1)N1CCOCC1 (stereo not drawn)
?	-4%	-5%	Cc1cc(NC(=O)CSCC(=O)OCC(=O)c2ccc(Br)cc2)no1
-10%	i	-2%	C[C@H]1CN([C@@H](C)CO)C(=O)c2cc(Br)cnc2O[C@@H]1CN(C)C(=O)Nc1ccc(C(F)(F)F)cc1
?	2%	1%	Cc1ccc(S(=O)(=O)N(C)C[C@@H]2OCCCC[C@@H](C)Oc3ccc(NS(=O)(=O)c4c(C)noc4C)cc3C(=O)N([C@H](C)CO)C[C@@H]2C)cc1

# Entries shown so far containing an aryl methoxy group (16):
12-LOX inh	PGK inhibitor	GLS inh	Compound
?	-1%	-12%	COc1ccc(C(C#N)=C2C=C(Cl)C(=NO)C=C2Cl)cc1
-4%	-8%	-6%	COc1ccc(OCC(=O)N2CCc3ccccc32)c([N+](=O)[O-])c1
?	-10%	-8%	COc1ccc(C)cc1S(=O)(=O)NCc1ccccn1
?	i	-9%	COc1ccc(CNC(=O)COC(=O)c2c(NC(C)=O)sc(C)c2C)cc1OC
7%	-4%	-1%	COc1cccc(C(=O)N2C(C(C)C)COc3cc(Br)ccc3S2(=O)=O)c1 (stereo not drawn)
2%	-3%	0%	COc1ccc(Cl)cc1CNC[C@H]1O[C@@H](n2ccc(N)nc2=O)[C@H](O)[C@@H]1O
0%	-5%	-9%	CCCc1cc(CN(C)C(=O)c2ccc(OC3CCN(C(C)=O)CC3)c(OC)c2)[nH]n1
-2%	-8%	0%	COc1ccccc1CNCc1ccc2c(c1)OCO2
-11%	-9%	-2%	COc1cc2c(cc1[N+](=O)[O-])-c1ccc([N+](=O)[O-])cc1C2=NO
-13%	i	4%	COc1ccc(OC)c(CN2CCN(C(=O)c3cccc(S(=O)(=O)N(C)c4ccccc4)c3)CC2)c1
0%	i	0%	COc1cc(C=CC(=O)N2CCN(CC(=O)N3CCCC3)CC2)cc(OC)c1OC
4%	-2%	-6%	COc1ccc(CN2C(=O)C(CC(=O)NCCN3CCOCC3)CC(C(=O)N(C)C)=C2C)cc1 (stereo not drawn)
?	-3%	-8%	COc1cc(/C=C2/SC(=S)N(CCC(=O)Nc3cccnc3)C2=O)cc(OC)c1OC
-7%	-9%	-5%	CCC(C(=O)NC(C)(C)C)N(Cc1ccc(OC)cc1)C(=O)c1snc(C(N)=O)c1N (stereo not drawn)
-1%	0%	3%	COc1ccc(S(=O)(=O)N2CCC(C(=O)NCCC(=O)NCc3cccnc3)CC2)cc1
5%	-7%	3%	COc1ccc(S(=O)(=O)N2CCCOC2CNC(=O)C(=O)NCCO)cc1 (stereo not drawn)

# Bioassay records deposited in PubChem by National Center for Advancing Translational Sciences (NCATS).
